Assay outcomes: PubChem BioAssay, several laboratories
PHOSPHO1 block – blocks human PHOSPHO1 phosphatase activity | recombinant PHOSPHO1, absorbance phosphatase assay | hit rate 1.1% among 290,000 | Q8TCT1 | inhibition, % at 13.3 µM; in the data active = inhibition above about 60%
Target sequence (Q8TCT1 whole entry, looked up): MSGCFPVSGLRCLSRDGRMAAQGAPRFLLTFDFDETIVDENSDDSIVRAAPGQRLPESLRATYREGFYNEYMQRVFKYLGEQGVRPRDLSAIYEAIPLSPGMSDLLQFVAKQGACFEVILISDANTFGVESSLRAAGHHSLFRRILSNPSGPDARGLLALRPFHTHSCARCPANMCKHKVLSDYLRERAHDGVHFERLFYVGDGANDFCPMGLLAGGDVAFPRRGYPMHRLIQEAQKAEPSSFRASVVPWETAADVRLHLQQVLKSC
FID counter – displaces DNA intercalator in HCV helicase counter-screen; DNA fluorescent intercalator displacement, fluorescence; inhibition, % at 7.9 µM; hit rate 0.17% among 290,000; AID 1845; in the data active = inhibition above about 37%;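 also: 0% = vehicle and 100% = reference compound; higher means more ethidium bromide displaced from hairpin DNA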
OXTR agonist – human OXTR agonism; hit rate 0.32% among 320,000; activation, % at 3 µM; AID 2435; P30559; CHO-OTR cells, Fluo-8 calcium fluorescence; normalized: DMSO 0%, oxytocin 100%;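 active = activation above the mean of all tested compounds plus 3 SD, cutoff set per screening run, cut at about 20% in these data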;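 also: peak over basal fluorescence ratio from a 100 s FLIPR kinetic read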
VIM-2 inhibitor – blocks Pseudomonas aeruginosa VIM-2 metallo-beta-lactamase; purified VIM-2, nitrocefin hydrolysis, epi-absorbance fluorescence; inhibition, % at 5.6 µM; hit rate 0.89% among 290,000; AID 1527;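 active = inhibition above the mean of all tested compounds plus 3 SD, cutoff set per screening run, cut at about 7.5% in these data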;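 also: red hydrolysis product quenches plate fluorescence so inhibitors raise well fluorescence; 0% = enzyme with DMSO and 100% = DMSO without enzyme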
GPR7 antagonist – blocks human GPR7 receptor signaling. AID 1861. hit rate 1.1% among 290,000. P48145. inhibition, % at 4.4 µM. GPR7-expressing cells, fluorescence antagonist assay; in the data active = inhibition above about 16%, passing the limit was not always enough;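 also: cells stimulated with the agonist NPW; 0% = agonist with vehicle and 100% = vehicle without agonist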
V1aR counter – activates human V1a receptor in oxytocin agonist counter-screen; hit rate 0.25% among 320,000; CHO-V1R cells, Fluo-8 calcium fluorescence, agonist mode; 0% DMSO, 100% 3 nM vasopressin; AID 2797; P37288; activation, % at 3 µM;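 active = activation above the mean activation of all tested compounds plus 3 SD, per screening run, cut at about 20% in these data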;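 also: signal is peak over basal fluorescence ratio across a 100 second FLIPR read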
Target sequence (P37288 whole entry, looked up): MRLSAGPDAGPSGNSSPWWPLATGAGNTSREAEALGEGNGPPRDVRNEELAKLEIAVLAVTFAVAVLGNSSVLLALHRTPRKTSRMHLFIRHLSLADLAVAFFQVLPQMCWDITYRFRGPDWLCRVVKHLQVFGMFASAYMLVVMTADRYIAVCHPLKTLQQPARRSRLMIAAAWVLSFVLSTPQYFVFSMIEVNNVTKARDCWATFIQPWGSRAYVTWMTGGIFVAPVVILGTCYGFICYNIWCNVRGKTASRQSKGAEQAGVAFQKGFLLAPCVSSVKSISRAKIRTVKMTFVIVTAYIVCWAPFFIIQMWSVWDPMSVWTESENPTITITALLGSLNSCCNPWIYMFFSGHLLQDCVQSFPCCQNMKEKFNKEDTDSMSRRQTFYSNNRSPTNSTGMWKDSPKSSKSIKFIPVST
GalR3 antagonist – antagonists of human GalR3; hit rate 0.44% among 360,000; AID 651719; HEK293 GalR3-CNG cAMP membrane potential fluorescence; galR3 body fused to GalR1 C-terminus; O60755; inhibition, % at 3 µM;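 active = inhibition above the screen-wide average plus 3 SD, cut at about 13% in these data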;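 also: forskolin and galanin both at EC90 stimulate the cells; cAMP rise reported by CNG channel membrane potential dye signal; 0% = forskolin plus galanin with DMSO and 100% = forskolin alone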
Target sequence (O60755 1-299 limits assumed): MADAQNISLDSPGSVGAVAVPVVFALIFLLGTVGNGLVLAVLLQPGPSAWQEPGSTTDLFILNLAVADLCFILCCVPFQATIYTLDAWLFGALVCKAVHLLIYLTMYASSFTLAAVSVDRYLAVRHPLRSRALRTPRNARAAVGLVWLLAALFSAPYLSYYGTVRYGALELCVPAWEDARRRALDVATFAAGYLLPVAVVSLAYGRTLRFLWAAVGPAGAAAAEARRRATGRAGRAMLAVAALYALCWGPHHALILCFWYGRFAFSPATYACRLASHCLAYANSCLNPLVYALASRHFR
HCV NS3 hel inh – blocks Hepatitis C virus NS3 helicase unwinding. inhibition, % at 10.9 µM. AID 1800. hit rate 0.56% among 290,000. NS3 helicase DNA unwinding, Cy5 molecular beacon fluorescence;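 active = inhibition above the mean of all tested compounds plus 3 SD, set per campaign, cut at about 35% in these data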;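 also: 0% = DMSO wells and 100% = thioflavine S control wells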
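Test system: hepatitis C virus NS3 helicase domain fragment enzyme. Also added: annealed dual-labelled DNA beacon duplex, ATP-started. Timing: 60 min unwinding reaction at 25 °C after ATP addition. Technique: Cy5 fluorescence. Measure: % inhibition of unwinding.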
IMP-1 inh – inhibitors of Pseudomonas aeruginosa IMP-1 metallo-beta-lactamase; hit rate 0.45% among 290,000; purified IMP-1, nitrocefin hydrolysis, epi-absorbance fluorescence; inhibition, % at 5.6 µM; AID 1556;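 active = inhibition above the mean plus 3 SD of all compounds in the same screening run, cut at about 4.5% in these data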;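 also: 0% = IMP-1 with DMSO and 100% = DMSO wells lacking enzyme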
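Material – recombinant IMP-1 enzyme, purified · Amount – IMP-1 0.2 nM before substrate addition · Medium – HEPES buffer pH 7.1 with ZnSO4 and Brij 35 · Timing – 25 °C, 15 min preincubation, 25 min reaction · Measured by – plate fluorescence quenching by hydrolysis product, ex 480/em 530 nm · Read-out – percent enzyme inhibition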
Numbers without * were called inactive; nt = not tested or not shown.

(1) Cc1ccc(CN2C(=O)C(=O)N(CC(N)=O)C2=O)cc1
(2) Cc1ccc(NC(=O)N2C3CCCC2CC(NC(=O)C2CC2)C3)cc1 (stereo unspecified)
(3) Cc1ccc([N+](=O)[O-])cc1NC(=O)C1CCCC1
(4) CN1CCN(c2ccc(NC(=O)c3ccc4c(c3)OCCO4)cc2Cl)CC1
(5) CCn1cc(/C=C2/SC(=S)NC2=O)c(C)n1
(6) CCN(CC)S(=O)(=O)c1ccc(NC2CCN(Cc3ccccc3)CC2)nc1
(7) Cc1ccc(C(=O)C(c2ccccc2)N2Cc3ccccc3C2=N)cc1 (stereo unspecified)
(8) O=C(NC1CCCCC1)c1cc(S(=O)(=O)N2CCCC2)ccc1Cl
(9) CC1C/C(=C/c2cccn2C)C(=O)/C(=C/c2cccn2C)C1 (stereo unspecified)
(10) COc1ccc(/C(C)=N/Nc2cccc(C(=O)O)c2)cc1OC
entry no.,1,2,3,4,5,6,7,8,9,10
PHOSPHO1 block,15,2,24,-20,6,6,-13,31,42,-31
FID counter,-2,-3,1,6,-8,2,-14,-11,-24,0
OXTR agonist,0.4,0.5,-1.5,-1.1,-0.5,1.8,-2.4,1.3,58*,0.4
VIM-2 inhibitor,-2.5,-3.0,-1.0,3.5,-3.9,-2.7,-0.3,-1.7,-4.5,1.1
GPR7 antagonist,-18,-6,1,-4,9,3,-20,-2,-2,-13
V1aR counter,-0.4,-0.3,0.1,-0.3,0.5,1.9,-1.0,0.0,79*,0.0
GalR3 antagonist,-5,-10,-4,-2,-4,-12,nt,-2,-2,-4
HCV NS3 hel inh,8,4,2,-12,-4,-10,-25,5,11,2
IMP-1 inh,-1.3,-0.7,-0.3,-2.3,-1.0,-5.2,0.3,-3.1,-7.4,-0.5

(11) Cc1onc(-c2ccccc2)c1C(=O)Nc1nnc(N2CCCCCC2)s1
(12) CC1CN(C(=O)Nc2ccc(Br)cc2Cl)CC(C)O1 (stereo unspecified)
(13) COc1ccc(N2CCN(C(=O)Cn3cnc4c3c(=O)n(C)c(=O)n4C)CC2)cc1
(14) Cc1ccc(C)c(NC(=O)NCCN2CCCCC2)c1
(15) CCN(c1ccccc1)S(=O)(=O)c1ccc(C(=O)NCCCn2ccnc2)cc1
(16) O=[N+]([O-])c1ccc(Sc2ccccc2)nc1
(17) CCOC(=O)Cc1csc(NC(=O)c2sc3nc4cc(C)ccc4cc3c2N)n1
(18) CC(CN1CCOCC1)OC(=O)C(C)(c1ccccc1)c1ccccc1 (stereo unspecified)
(19) CC(C)O/N=C1\C(=O)N(c2ccccc2)c2ccccc21
(20) Cn1c(=O)n(CC(=O)Nc2ccccc2)c2ccccc21
entry no.,11,12,13,14,15,16,17,18,19,20
PHOSPHO1 block,10,25,37,-6,53,-5,-8,-11,12,9
FID counter,-35,-5,0,-2,20,1,-4,-18,-21,3
OXTR agonist,-1.4,-0.6,-0.2,nt,-0.4,-2.7,9.3,1.0,-1.1,-0.4
VIM-2 inhibitor,-2.7,-0.7,1.2,-1.6,-0.8,-3.9,-2.6,-1.1,-2.9,-2.2
GPR7 antagonist,-4,-13,-9,-9,1,-2,3,-4,1,-4
V1aR counter,-0.2,-1.1,0.3,nt,0.9,-0.7,4.8,-0.5,-1.7,1.1
GalR3 antagonist,-3,-2,2,-10,-8,-1,0,-5,-5,0
HCV NS3 hel inh,11,7,9,-3,-19,3,24,-1,-4,-1
IMP-1 inh,-4.3,-1.6,-0.3,-2.1,-1.6,-2.1,-5.6,-2.2,-4.2,2.2

(21) Cn1c(N)c(C(=O)COC(=O)c2cc(-c3ccco3)nc3ccccc23)c(=O)n(Cc2ccccc2)c1=O
(22) CCOC(=O)C1CCCN(C(=O)c2sc3nc(-c4ccc(F)cc4)cn3c2C)C1 (stereo unspecified)
(23) CC(C)(C)c1ccc(-c2nn(CCC#N)cc2/C=N/O)cc1
(24) COc1ccc(NC(=O)C(Cc2ccccc2)NC(=O)c2ccco2)cc1OC (stereo unspecified)
(25) NC(=O)c1ccc(NCC2CCCO2)c([N+](=O)[O-])c1 (stereo unspecified)
(26) Cc1onc(-c2ccccc2)c1C(=O)OCCOc1ccccc1F
(27) CCOc1ccc(NC(=O)Cc2ccccc2)c([N+](=O)[O-])c1
(28) Cc1ccc(S(=O)(=O)N2CCCCC2)cc1NC(=O)CSc1nncn1-c1ccccc1
(29) Cc1ccc(Nc2nnc(SCC(=O)c3ccc(O)cc3O)s2)cc1
(30) CCCC12C(=O)C(C)(C(c3ccccc3)=C1c1ccccc1)C1C(=O)N(c3ccc(C)cc3)C(=O)C12 (stereo unspecified)
entry no.,21,22,23,24,25,26,27,28,29,30
PHOSPHO1 block,-9,29,-10,1,36,14,1,56,-50,-12
FID counter,-18,-30,-21,-13,2,-22,3,-26,-6,3
OXTR agonist,-0.7,2.4,-1.9,-0.4,0.8,-0.5,-2.9,-0.7,-0.5,-1.3
VIM-2 inhibitor,-0.3,2.9,-2.9,-0.5,-2.4,-3.9,-0.6,-1.9,-1.9,0.2
GPR7 antagonist,-11,-1,-5,-5,-13,-14,-1,-13,6,2
V1aR counter,-0.3,5.7,-0.5,0.1,0.5,2.0,-1.2,-0.3,-0.1,0.9
GalR3 antagonist,nt,-7,-2,-7,-5,-10,2,-2,-8,-5
HCV NS3 hel inh,12,-8,-11,-4,5,-1,-6,-3,14,10
IMP-1 inh,-0.8,-3.5,1.3,-0.1,-2.4,-4.5,-0.6,-1.8,-1.9,-0.7

Some entries already given, limited to PHOSPHO1 block:
| no. | molecule | PHOSPHO1 block |
| --- | --- | --- |
| 23 | CC(C)(C)c1ccc(-c2nn(CCC#N)cc2/C=N/O)cc1 | -10 |
| 29 | Cc1ccc(Nc2nnc(SCC(=O)c3ccc(O)cc3O)s2)cc1 | -50 |

Full records, quoted from the list.
Cn1c(N)c(C(=O)COC(=O)c2cc(-c3ccco3)nc3ccccc23)c(=O)n(Cc2ccccc2)c1=O as listed: PHOSPHO1 block = -9; FID counter = -18; OXTR agonist = -0.7; VIM-2 inhibitor = -0.3; GPR7 antagonist = -11; V1aR counter = -0.3; GalR3 antagonist = nt; HCV NS3 hel inh = 12; IMP-1 inh = -0.8
CCCC12C(=O)C(C)(C(c3ccccc3)=C1c1ccccc1)C1C(=O)N(c3ccc(C)cc3)C(=O)C12 (stereo unspecified) as listed: PHOSPHO1 block = -12; FID counter = 3; OXTR agonist = -1.3; VIM-2 inhibitor = 0.2; GPR7 antagonist = 2; V1aR counter = 0.9; GalR3 antagonist = -5; HCV NS3 hel inh = 10; IMP-1 inh = -0.7

Next part.
(31) COc1cc(/C=N/NC(=O)c2ccc(CN3C(=O)c4cccc5cccc3c45)cc2)cc(OC)c1O
(32) CN(C)S(=O)(=O)c1cccc(-c2nnc3n2CCCCC3)c1
(33) O=C(Nc1ccccc1C(F)(F)F)C1CCN(C(=O)c2cccs2)CC1
(34) COC(=O)CN(c1ccc(F)cc1)S(=O)(=O)c1ccc2c(c1)OCCO2
(35) CCCc1nc2ccccc2c(C(=O)OCC(=O)Nc2c(C)n(C)n(-c3ccccc3)c2=O)c1CC
(36) CCOC(=O)C1=C(C)OC(N)=C(C#N)C1c1ccoc1 (stereo unspecified)
(37) c1ccc(CCNc2nc(-c3ccncc3)nc3ccccc23)cc1
(38) CSc1ccc(CCNC(=O)CN2C(=O)CCSc3ccccc32)cc1
(39) O=c1[nH]cnc(O)c1C(c1ccc([N+](=O)[O-])cc1)c1c(O)nc[nH]c1=O
(40) CCOc1ccccc1C1CC(=O)Nc2cc(OC)c(OC)c(OC)c21 (stereo unspecified)
entry no.,31,32,33,34,35,36,37,38,39,40
PHOSPHO1 block,16,-152,24,-1,-4,7,37,25,5,-11
FID counter,-28,-3,-11,-11,-27,-11,-21,-39,1,-6
OXTR agonist,-1.4,1.6,0.7,-0.8,-2.7,0.2,-2.8,-0.1,-0.5,-1.3
VIM-2 inhibitor,-4.2,-0.2,-1.3,0.1,-0.6,-3.1,-0.7,-2.2,0.9,-0.9
GPR7 antagonist,-11,6,-4,1,-6,-4,-11,3,9,2
V1aR counter,0.4,1.6,-0.1,-0.3,-1.5,0.5,-0.7,0.8,1.8,-0.2
GalR3 antagonist,4,-5,-7,-7,-3,-4,-7,-3,-8,3
HCV NS3 hel inh,15,-14,10,2,18,-6,-5,15,14,-2
IMP-1 inh,-2.9,-0.9,-3.1,-2.8,-2.1,-2.2,-3.9,-2.2,0.6,-2.0

(41) COc1ccc(OC)c(C(=O)CSc2nc3ccccc3n2CC(=O)NC(C)(C)C)c1
(42) Cc1cc(C)c(NC(=O)/C(=C/c2ccco2)c2ccccc2)c(C)c1
(43) COc1ccccc1Oc1cc(C#N)c(C#N)cc1-n1nnc2ccccc21
(44) Cc1cc(-c2ccccc2)c2nncn2n1
(45) COCCn1c(C)cc(C(=O)CSc2ncnc3sc4c(c23)CCC4)c1C
(46) Cc1ccc(CNC(=O)C2CC(=O)N(C3CCCCCCC3)C2)cc1 (stereo unspecified)
(47) Cc1sc2ncnc(SCC(=O)Nc3nc(-c4ccc(F)c(F)c4)cs3)c2c1C
(48) COc1ccc(-c2nnc(SCC(=O)c3ccc[nH]3)n2-c2ccccc2)cc1
(49) CC(C)NC(=O)c1onc(CSc2ccc(F)c(F)c2)c1C(=O)O
entry no.,41,42,43,44,45,46,47,48,49
PHOSPHO1 block,22,5,16,-15,-45,6,51,-4,-66
FID counter,-13,-23,1,3,-1,-21,-2,-23,-6
OXTR agonist,-1.7,-1.5,-1.3,-0.9,nt,-0.3,0.5,0.0,-0.8
VIM-2 inhibitor,-4.4,0.6,-0.1,0.2,1.0,-0.1,-1.0,-4.7,-1.6
GPR7 antagonist,0,-8,11,-8,-9,-12,-13,-7,-11
V1aR counter,-0.6,-1.3,-0.1,-1.1,nt,5.2,0.2,1.2,0.8
GalR3 antagonist,-1,-5,-4,-5,1,-4,-1,-1,-6
HCV NS3 hel inh,-1,17,-2,-5,6,1,-5,-3,5
IMP-1 inh,-3.1,0.2,-1.6,-3.4,0.7,-3.2,-2.4,-3.2,-1.4
